High-throughput results: PubChem, several laboratories
hDAT+cocaine: human DAT dopamine uptake with cocaine, either direction; Q01959; LLC-PK1 hDAT cells, [14C]-dopamine uptake with cocaine IC80; actives deviate in either direction; B-score at 10 µM; 110,000 compounds, 1.3% hits; AID 449768;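 active = Z score or B-score, a plate-position-corrected score, falls beyond the plate's 99.7% confidence bounds, in either direction; inactive = both scores lie inside the 99.7% bounds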;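 note: scored against the spread of the other compound wells on the same plate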
Target sequence (Q01959 whole entry, looked up): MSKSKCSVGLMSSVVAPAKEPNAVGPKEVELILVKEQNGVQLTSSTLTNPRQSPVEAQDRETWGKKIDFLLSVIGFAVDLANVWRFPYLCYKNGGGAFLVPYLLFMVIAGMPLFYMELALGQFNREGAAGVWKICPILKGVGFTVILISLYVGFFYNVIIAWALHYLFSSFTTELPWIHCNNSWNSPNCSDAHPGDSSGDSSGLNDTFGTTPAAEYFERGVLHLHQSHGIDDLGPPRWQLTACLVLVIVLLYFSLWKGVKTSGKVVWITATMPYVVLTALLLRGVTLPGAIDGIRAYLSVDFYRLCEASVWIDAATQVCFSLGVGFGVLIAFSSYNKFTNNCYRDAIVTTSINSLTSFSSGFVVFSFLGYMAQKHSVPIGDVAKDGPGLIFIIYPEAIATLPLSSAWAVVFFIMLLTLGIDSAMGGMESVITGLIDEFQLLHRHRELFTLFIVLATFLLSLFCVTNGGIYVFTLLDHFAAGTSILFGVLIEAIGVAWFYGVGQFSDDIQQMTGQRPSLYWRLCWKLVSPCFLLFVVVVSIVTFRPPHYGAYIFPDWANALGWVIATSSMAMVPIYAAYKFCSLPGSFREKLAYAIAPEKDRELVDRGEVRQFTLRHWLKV
CYP2C9 act: increases human cytochrome P450 2C9 activity | recombinant CYP2C9, luciferin-H conversion, luminescence; active compounds read high; factor 1 = untreated enzyme, 0 = blocked | 96,000 compounds, 1.4% hits | AID 1024 | activation factor at 5 µM | P11712;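 active = activation factor of 2 or more for CYP2C9 at a 5 µM dose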;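 note: 0 = sulfaphenazole-blocked wells and 1 = vehicle-only wells; values of inactives mirror those of a sister screen read the other way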
CYP2C19 activ: cytochrome P450 2C19 (human) activation; P33261; recombinant CYP2C19, luciferin-H EGE luminescence; active compounds read high; 0 = fully inhibited enzyme, 1 = untreated enzyme; activation factor at 5 µM; 96,000 tested, under 10 active;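 active = activation factor of at least 2 at 5 µM in the primary screen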;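 note: 0 = wells with 2.5 mM tranylcypromine and 1 = vehicle-only wells; values of inactives mirror those of a sister screen read the other way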
Target sequence (P33261 whole entry, looked up): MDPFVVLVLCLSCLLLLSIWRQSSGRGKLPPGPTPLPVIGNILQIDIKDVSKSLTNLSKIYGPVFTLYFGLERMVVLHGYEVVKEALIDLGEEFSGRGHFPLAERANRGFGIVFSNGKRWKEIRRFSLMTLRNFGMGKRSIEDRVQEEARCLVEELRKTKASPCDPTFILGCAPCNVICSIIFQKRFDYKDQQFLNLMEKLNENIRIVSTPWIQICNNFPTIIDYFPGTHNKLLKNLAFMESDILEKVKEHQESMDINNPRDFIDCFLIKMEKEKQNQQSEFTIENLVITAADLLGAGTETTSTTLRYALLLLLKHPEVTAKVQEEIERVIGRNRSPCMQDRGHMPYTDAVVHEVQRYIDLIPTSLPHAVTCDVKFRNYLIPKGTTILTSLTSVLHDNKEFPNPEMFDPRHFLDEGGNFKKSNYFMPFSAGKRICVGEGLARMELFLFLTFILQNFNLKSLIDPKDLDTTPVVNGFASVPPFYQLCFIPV
HUVEC tox IL1B: HUVEC cytotoxicity counter-screen, IL-1B stimulated | AID 845 | HUVEC cell count loss, Hoechst imaging | cell count reduction, % at 2 µM | 94,000 compounds, 0.41% hits;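 active = cell count reduction more than 3 SD above the screen-wide mean, cut at about 70% in these data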;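 note: normalized per plate to untreated control cells as the no-loss baseline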
Candida biofilm: kills Candida albicans biofilms; C. albicans biofilm + clotrimazole, Alamar Blue; inhibition, % at 6 µM; 85,000 compounds, 0.14% hits; AID 834;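 active = inhibition above 20%; inactive = inhibition below 20%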;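 note: preformed 24 hr biofilms exposed to compound for 48 hr; 0% = biofilm without compound and 100% = blank killed by clotrimazole plus chlorhexidine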
CYP2C9 inhib: human CYP2C9 inhibition; inhibition, % at 5 µM; CYP2C9 Supersomes, luciferin-H conversion, luminescence; 96,000 compounds, 20% hits; P11712;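 active = blocking of liver enzyme CYP2C9 beyond about 50% at 5 µM, limit read from the data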; note: values of inactives mirror those of a sister screen read the other way
TNFa cytotox: toxic to HUVEC cells under TNF alpha stimulation; HUVEC TNFalpha-stimulated, Hoechst cell count, imaging; cell count reduction, % at 2 µM; 93,000 compounds, 0.17% hits; AID 848;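 active = cell count reduction exceeding the screen mean by over 5 SD, scaled to untreated wells per plate, cut at about 78% in these data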;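 note: cells counted after 24 h of TNF alpha exposure following the 1 h pretreatment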
CYP2C19 inhib: blocks human cytochrome P450 2C19 | P33261 | CYP2C19 Supersomes, luciferin-H EGE luminescence, 30 min | inhibition, % at 5 µM | 96,000 compounds, 21% hits;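 active = CYP2C19 inhibition above a set limit at 5 µM in the primary screen, cut at about 50% in these data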;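 note: plate controls were negative control wells for no effect and 2.5 mM tranylcypromine positive control for full effect; values of inactives mirror those of a sister screen read the other way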
VCAM1 TNFa inh: reduces TNF alpha induced VCAM1 expression in HUVEC; inhibition, % at 2 µM; 95,000 compounds, 0.48% hits; HUVEC TNFa-induced VCAM-1 immunofluorescence, high-content imaging;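 active = inhibition above the batch mean plus 3 SD, with images confirmed as a hit by eye, cut at about 37% in these data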;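 note: 0% = TNF-stimulated DMSO wells and 100% = unstimulated control wells; not every result past the cut was called active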
An asterisk follows results filed as active; / = not tested or not shown.

SMILES	hDAT+cocaine	CYP2C9 act	CYP2C19 activ	HUVEC tox IL1B	Candida biofilm	CYP2C9 inhib	TNFa cytotox	CYP2C19 inhib	VCAM1 TNFa inh
CSc1nsc(SC)c1C(=O)N1CCN(S(=O)(=O)c2ccc(C)cc2)C1C(C)C (stereo unspecified)	-1.1	/	/	10	-1	/	-23	/	29
Cc1c(NS(=O)(=O)c2cccc(C(=O)NCc3ccc(Cl)cc3)c2)c(=O)n(-c2ccccc2)n1C	-0.17	0.7	0.5	-1	9	33	0	51*	13
CCOC(=O)c1[nH]c(C)c(/C(O)=C2\C(=O)C(=O)N(CCCN(C)C)C2c2cccnc2)c1C (stereo unspecified)	-1.1	1	1	13	7	4	-10	-2	-2
CCOC(=O)C1CCCN(C(=O)CCC(=O)Nc2ccc3nc(N4CCOCC4)cc(C)c3c2)C1 (stereo unspecified)	1.3	0.7	1	-8	6	29	-12	-3	22
CCOC(=O)c1c(C)c(C(=O)Nc2ccc3c(c2)OCO3)c(C)n1C	0.11	1.2	0.7	8	0	-16	-30	28	-29
COc1ccc(CNC(=O)c2cc3c(C)nc4ccccc4c3o2)c(OC)c1	0.53	1	1.1	-50	-7	1	-13	-6	7
Cc1ccc(-n2nc(C)c(C3C(C#N)=C(N)OC4=C3C(=O)CCC4)c2Cl)cc1 (stereo unspecified)	/	0.5	0.1	/	4	53*	/	91*	/
CCN(CC)CCNS(=O)(=O)c1ccc(Cl)cc1	-0.79	0.9	0.7	12	6	11	13	26	27
COc1ccccc1Oc1c(C)oc2c(CN3CCN(CCO)CC3)c(O)ccc2c1=O	/	1	1	-3	5	5	-31	4	-6
Cn1nccc1C(=O)Nn1cnnc1	-0.6	1	1.1	7	-3	2	-7	-14	21
O=C(CSc1cn(CCNC(=O)c2cccs2)c2ccccc12)NC1CCCC1	1.5	0.2	0.3	6	4	82*	-19	69*	0
CCN1CCN(C(=O)c2ccc(CS(=O)(=O)Cc3ccccc3F)o2)CC1	0.99	1	0.9	-6	7	2	-14	11	19
CCOC(=O)C(C)(C)C(=O)C(C)(C)C(O)c1ccccn1 (stereo unspecified)	-0.92	1	0.5	-27	-4	-1	2	51*	-9
Cn1c(CN2CCOCC2)c(C#N)c2ccccc21	0.047	1.8	0.1	1	7	-79	8	88*	-11
CCOC(=O)N1CCC(n2c(SCC(=O)Nc3nccs3)nc3ccsc3c2=O)CC1	1	0.4	0.7	-10	8	61*	10	26	10
CC1(C)CC(=O)CC(=Nc2ccc3[nH]c(=O)[nH]c3c2)C1	0.24	1	1	/	6	3	/	1	/
Brc1ccc(-c2csc(-c3c[nH]c4ccccc34)n2)cc1	0.096	0.7	0.9	-19	/	33	-6	8	-7
COc1ccccc1NC(=O)Cn1ncc2c1-c1ccccc1OC2	0.035	0.7	0.6	-44	5	34	-16	37	17
CC(=O)N(Cc1ccc(F)cc1)C1=C(NCc2ccccc2)C(=O)c2ccccc2C1=O	-4.3*	0.2	0.3	5	3	76*	-16	73*	4
CC(=O)c1c(N2CCN(Cc3ccc4c(c3)OCO4)CC2)nc(=S)n(-c2ccccc2)c1C	-0.54	0.8	1.1	-16	-1	24	-6	-7	20
COc1ccc(Nc2cccccc2=O)cc1	0.014	0.9	0.6	-6	/	7	-26	36	16
CCOC(=O)C1=C(C)Nc2ncnn2C1c1ccc2c(c1)OCO2 (stereo unspecified)	0.017	0.4	0.5	3	1	62*	-12	50*	11
O=C(C1CC1)N1CCc2cc(Br)cc(S(=O)(=O)NCc3ccccn3)c21	-0.36	1	1.1	/	9	1	/	-6	/
Cn1c(N2CCCCC2)cc(=O)n(C)c1=O	-0.42	0.9	0.9	/	6	9	-20	11	-2
Cc1nn(C(C)C(=O)Nc2ccc(Cl)cn2)c(C)c1[N+](=O)[O-] (stereo unspecified)	0.1	0.8	0.3	-35	/	22	-5	74*	18
NC(=O)COc1ccc2c3c(c(=O)oc2c1)CCCCC3	0.75	1.1	1	1	7	-7	1	-4	35
COc1ccccc1CNC(=O)[C@@H]1CCCN1C(=O)C1CCN(S(=O)(=O)c2ccc(C)cc2)CC1	-1	1.4	0.9	/	-3	-37	/	9	/
Cc1cccc(N(CC(O)CON=C2c3ccccc3-c3ccccc32)S(C)(=O)=O)c1 (stereo unspecified)	0.022	0	0	-7	-2	99*	-16	98*	-12
CCN(CC)C(=O)c1ccc(COc2ccccc2Cl)cc1	-0.75	1.1	0.6	25	-7	-9	21	38	13
COc1ccccc1C(=O)N/C(N)=N/c1nc2ccccc2o1	-0.0063	1	0.9	2	8	1	5	6	0
CSc1nc2nc3c(c(=O)n2[nH]1)CCCC3	-0.5	0.9	1.1	-7	0	11	10	-7	-12
COc1ccc(/C=C/c2ccncc2)cc1OC	0.98	/	/	6	4	/	-19	/	-27
CCOC(=O)N1CCN(CC(O)COCc2ccccc2)CC1 (stereo unspecified)	-0.59	1	1	-17	6	-3	-9	-4	13
CC1(C)Cc2nc3nc(SCC(=O)NCc4ccccc4)n(-c4ccccc4)c(=O)c3cc2CO1	0.16	0.8	0.8	-26	/	17	-28	18	-8
CC(=O)c1ccc(NC(=S)N2C(C)CCCC2C)cc1 (stereo unspecified)	0.026	1	1.1	8	/	-5	-17	-11	-5
Cn1c(=O)oc2cc(S(=O)(=O)NCCC(=O)NCCc3ccccc3)ccc21	-0.65	1.1	0.3	/	4	-12	/	72*	/
Cc1ccc(/C=N/NC(=S)NC(C)C)o1	0	1.1	0.5	3	/	-11	-24	51*	1
O=C(c1cc(-c2cccs2)on1)N1CCc2ccccc2C1	-1.3	/	/	20	7	/	/	/	-34
COc1ccccc1-c1nc2n(n1)C(c1ccc(Cl)cc1)C(C(N)=O)=C(C)N2 (stereo unspecified)	0.78	/	/	-3	4	/	1	/	2
CCOP(C)(=O)C1(C(=O)OCc2ccccc2)CC1 (stereo unspecified)	-0.54	1	0.5	/	6	2	/	46	/
O=C(CN1CC(=O)Oc2ccccc21)NCc1ccco1	1.2	0.7	0.8	-3	3	34	-24	20	6
COc1ccc(CN2C(=O)c3cccnc3C2Nc2ccc(OC)c(Cl)c2)cc1 (stereo unspecified)	2.2	0.9	0.6	/	-2	13	/	38	/
CC(C)Cc1nnc(NS(=O)(=O)Cc2ccccc2)s1	0.15	0.4	1	2	4	63*	-8	4	8
CNC(=O)c1nn(-c2ccccc2)ccc1=O	-0.74	1.1	1	3	/	-6	-10	2	3
Cc1ccc(S(=O)(=O)N(CCO)c2cc3c(s2)CCCC3)cc1	2.3	0.9	0	-4	4	9	8	99*	12
CCNC(=O)NC(=O)C(C)Sc1nc2cc(C(=O)OC)ccc2c(=O)n1-c1ccccc1 (stereo unspecified)	1.1	0.6	0.9	12	-2	44	-6	9	-21
Cc1nnc(N2CCc3ccccc3C2)[nH]c1=O	0.29	1	1	-28	8	0	-15	0	10
COc1ccc(C(=O)c2c[nH]c(C(=O)NCc3cccnc3)c2)cc1	0.55	0.9	0.8	-23	/	14	12	17	-1
O=C(CC(c1ccccc1)c1ccccc1)NCC1CCCO1 (stereo unspecified)	-0.23	0.8	0.8	-51	/	22	10	25	41*
C/C=C(/C)C(=O)OC1c2c(ccc3ccc(=O)oc23)OC(C)(C)C1OC(C)=O (stereo unspecified)	-0.055	/	/	10	1	/	-5	/	-4

hDAT+cocaine, entries above that show a hit.
compound	hDAT+cocaine	CYP2C9 act	CYP2C19 activ	CYP2C9 inhib	CYP2C19 inhib	VCAM1 TNFa inh
CC(=O)N(Cc1ccc(F)cc1)C1=C(NCc2ccccc2)C(=O)c2ccccc2C1=O	-4.3*	0.2	0.3	76*	73*	4

A draw from above in order of count of non-hydrogen atoms, falling:
SMILES	hDAT+cocaine	CYP2C9 act	CYP2C19 activ	HUVEC tox IL1B	Candida biofilm	CYP2C9 inhib	TNFa cytotox	CYP2C19 inhib	VCAM1 TNFa inh
COc1ccc(CN2C(=O)c3cccnc3C2Nc2ccc(OC)c(Cl)c2)cc1 (stereo unspecified)	2.2	0.9	0.6	/	-2	13	/	38	/
Cc1nnc(N2CCc3ccccc3C2)[nH]c1=O	0.29	1	1	-28	8	0	-15	0	10
CNC(=O)c1nn(-c2ccccc2)ccc1=O	-0.74	1.1	1	3	/	-6	-10	2	3

The listing continues.
SMILES	hDAT+cocaine	CYP2C9 act	CYP2C19 activ	HUVEC tox IL1B	Candida biofilm	CYP2C9 inhib	TNFa cytotox	CYP2C19 inhib	VCAM1 TNFa inh
CC(=O)C1=C(O)CCC1=N	-1.6	1	1	/	-2	2	/	0	/
O=C1OCCC1Sc1nc2cc(Cl)ccc2s1 (stereo unspecified)	-0.95	2.6*	0.1	/	-5	-163	/	92*	/
CC1(C)CC(=O)C2=C(C1)OC(N)=C(C#N)C2C1C=CCCC1 (stereo unspecified)	-0.17	0.4	0.7	7	5	60*	-16	30	-10
COCCCNCC(=O)Nc1sc(C)c(C)c1C(=O)OC	-0.5	0.6	0.3	11	/	40	-28	71*	5
Fc1cccc(Cn2cc(C(=S)N3CCCCC3)c3ccccc32)c1	0.47	0.7	0.9	17	/	28	-13	9	-17
O=C(c1ccc(S(=O)(=O)NCC2CCCO2)cc1)N1CCc2ccccc21 (stereo unspecified)	0.5	0.8	0.9	8	7	23	-1	11	3
Cc1cc(C)c(NC2=NS(=O)(=O)c3ccccc32)c(C)c1	-0.32	1	1.1	5	1	3	-16	-8	16
CCCc1cc(=O)oc2cc(Oc3ncccn3)ccc12	-0.66	0.6	0.1	-25	4	37	-18	88*	-7
Nn1c(CSc2nc3ccccc3o2)nnc1CSc1nc2ccccc2o1	0.061	0.3	0.3	-19	7	66*	-20	72*	12
Cc1cc(OCC(=O)N2CCCC2)ccc1Cl	0.87	0.8	0.2	/	-5	20	/	85*	/
COc1ccnc(N=CNOCc2cccc(Cl)c2Cl)c1C#N	-0.39	0.9	0.4	/	7	8	-7	58*	-29
COC(=O)CCC/C=C1/SCC(NC(=O)c2ccccc2)C1O (stereo unspecified)	0.37	0.9	0.9	-22	5	11	-16	10	-2
CCCc1cc(C(=O)OC)c(NC(=O)OCC)s1	0.031	1.2	1	-44	4	-23	-8	-1	5
Cc1[nH]c(=O)[nH]c1C(=O)CCCCC(=O)OCC(=O)Nc1ccccn1	-0.077	1.1	1.1	6	-2	-5	46	-8	-39
COC(=O)CC1SC(=O)NC1=Nc1ccc(C)cc1 (stereo unspecified)	0.69	0.8	0.2	/	0	23	/	75*	/
COc1cccc(NC=C2C(=O)OC(C)(C)OC2=O)c1	-1.3	0.9	0.9	/	2	7	/	10	/
COc1cccc(C(=O)N2CCN(C3CCC(c4ccccc4)CC3)CC2)c1 (stereo unspecified)	-0.51	0.7	0.1	/	6	34	-17	91*	8
CNC(=O)c1nnc(Cc2ccc(F)cc2)o1	0.76	1	1	-5	4	-1	-29	4	13
CC(C)OCCCNc1ncc2c(n1)CC(c1ccc(N(C)C)cc1)CC2=O (stereo unspecified)	-1.7	0.5	0.7	2	4	45	-14	34	7
O=C1CC(c2ccc(F)cc2)C2=C(CCCC2=O)N1 (stereo unspecified)	-1.1	1.1	1	9	2	-11	-3	-4	-8
Cc1ccc(S(=O)(=O)NC(CC(=O)N2CCOCC2)c2ccco2)cc1 (stereo unspecified)	-0.8	1.1	0.6	5	2	-14	-17	43	-1
CS(=O)(=O)N(CC(=O)NC1CCCC1)c1cccc(F)c1	-0.87	0.9	0.7	-22	1	9	-5	29	-9
O=C(Cc1ccccc1)N/N=C/c1ccc(Cl)cc1Cl	0.021	0.8	0.9	14	/	23	12	8	21
CC(NC(=O)Cn1nc(C(F)(F)F)c2c1CCC2)c1ccccc1 (stereo unspecified)	-1.7	1.5	0.7	7	2	-48	-10	28	-10
